Mm-Cpn inhibitor – inhibitors of Methanococcus maripaludis chaperonin (MmCpn) | AID 504842 | actives 0.031% (n = 330,000) | Potency, µM (doses to about 76.9 µM), inactives show top-dose activity, negative = inhibition, actives largely listed as inhibitors | purified Mm-Cpn ATPase, ADP Transcreener TR-FRET; note: potency is the fitted concentration of half-maximal effect; % is set by controls: 0 for no effect and ±100 for the full control effect; nearly all actives have a fitted effect of over 80% in size
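Purified archaeal chaperonin (25 nM final) was preincubated with compound for 10 min at 37°C, then ATP (10 uM final) was added for 30 min at 37°C in Tris pH 7.4/KCl/MgCl2/DTT buffer. ADP was quantified by HTRF Transcreener TR-FRET.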
PI5P4K alpha inh – inhibitors of human PI5P4K alpha. PI5P4Kalpha enzyme, ADP-Glo luminescence, 60 min; active compounds read low. max response, %. actives 1.2% (n = 330,000). AID 652105; active = max response of -50% or lower; inconclusive = between -30% and -50%; inactive = -30% or higher; note: value at the top dose of about 77 µM; % is set by controls: 0 for no effect and ±100 for the full control effect
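qHTS, 1536-well: enzyme/substrate mix, compound by pin tool, 5 microM ATP final; RT 60 min; ADP-Glo reagents 1 (45 min) then 2 (30 min); luminescence.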
EPAC2 antagonist – blocks human EPAC2 exchange factor; EPAC2 GEF exchange of Rap1B-BODIPY-GDP, fluorescence; Potency, µM (top dose mostly 114 µM), without a hit: top-dose activity, negative = inhibition, usual class: inhibitors; actives 0.18% (n = 360,000); note: potency is the fitted concentration of half-maximal effect; % is set by controls: 0 for no effect and ±100 for the full control effect; nearly all actives have a fitted effect of over 45% in size; many of its hits are not listed in these tables
Target sequence (Q8WZA2 whole entry, looked up): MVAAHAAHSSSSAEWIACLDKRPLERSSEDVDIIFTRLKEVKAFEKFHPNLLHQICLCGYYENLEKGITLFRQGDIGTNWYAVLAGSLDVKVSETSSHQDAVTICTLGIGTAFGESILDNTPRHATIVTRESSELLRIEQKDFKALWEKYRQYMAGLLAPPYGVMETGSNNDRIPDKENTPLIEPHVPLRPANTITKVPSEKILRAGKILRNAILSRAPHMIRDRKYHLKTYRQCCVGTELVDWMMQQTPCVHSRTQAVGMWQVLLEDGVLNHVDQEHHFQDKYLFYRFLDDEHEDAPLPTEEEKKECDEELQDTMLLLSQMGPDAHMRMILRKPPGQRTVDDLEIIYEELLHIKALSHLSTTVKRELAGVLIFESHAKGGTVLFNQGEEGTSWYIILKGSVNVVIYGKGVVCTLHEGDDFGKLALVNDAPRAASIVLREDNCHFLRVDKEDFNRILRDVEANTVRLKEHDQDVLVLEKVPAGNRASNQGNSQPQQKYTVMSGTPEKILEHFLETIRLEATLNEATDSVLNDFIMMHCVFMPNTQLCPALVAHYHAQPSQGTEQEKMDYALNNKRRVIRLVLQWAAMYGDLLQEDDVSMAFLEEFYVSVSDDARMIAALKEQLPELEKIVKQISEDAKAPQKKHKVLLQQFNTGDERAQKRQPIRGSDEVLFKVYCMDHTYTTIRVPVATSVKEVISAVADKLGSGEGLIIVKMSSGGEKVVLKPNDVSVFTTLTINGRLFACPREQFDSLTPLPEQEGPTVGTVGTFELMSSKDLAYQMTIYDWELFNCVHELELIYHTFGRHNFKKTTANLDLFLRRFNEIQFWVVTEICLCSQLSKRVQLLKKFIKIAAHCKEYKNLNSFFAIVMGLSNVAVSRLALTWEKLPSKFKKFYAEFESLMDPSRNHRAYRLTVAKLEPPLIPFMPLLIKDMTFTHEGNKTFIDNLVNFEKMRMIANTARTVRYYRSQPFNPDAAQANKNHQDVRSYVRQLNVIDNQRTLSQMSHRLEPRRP
EPAC1 antag – blocks human EPAC1 exchange factor. O95398. EPAC1 GEF assay, Rap1b-BODIPY-GDP exchange fluorescence. Potency, µM (series often up to 115 µM), without a hit: at the highest dose activity change, negative = inhibition, usual class: inhibitors. actives 0.14% (n = 360,000). AID 720709;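 note: potency is the fitted concentration of half-maximal effect; plate controls were vehicle for no effect and positive control for full effect; nearly all actives have a fitted effect of over 50% in size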
PLK1 PBD block – blocks phosphopeptide binding to human PLK1 polo-box domain. P53350. Plk1 PBD binding of FITC phosphopeptide, fluorescence polarization. Potency, µM, inactives show max response, negative = inhibition, usual class: inhibitors. actives 2.8% (n = 360,000); note: potency is the fitted concentration of half-maximal effect; series mostly up to about 57 µM; % is set by controls: 0 for no effect and ±100 for the full control effect; nearly all actives have a fitted effect of over 65% in size
WRN helicase inh – inhibitors of human WRN helicase; WRN helicase unwinding, fluorescent forked duplex, kinetic; Potency, µM (titrated, usually from 114 µM), for inactives: at the top dose activity change, negative = inhibition, usual class: inhibitors; actives 0.46% (n = 360,000); AID 651768; note: potency is the fitted concentration of half-maximal effect; % is set by controls: 0 for no effect and ±100 for the full control effect; nearly all actives have a fitted effect of over 55% in size
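WRN at 20 nM final preincubated with compound 15 min at room temperature; reaction started with 100 nM fluorophore/quencher forked duplex oligonucleotide and 2 mM ATP final. Unwinding followed kinetically by red fluorescence (ex 525, em 598 nm).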
CCT modulator – changes cytosolic chaperonin activity. activity change, % (test concentration not listed), hits read low. purified chaperonin ATPase assay, HTRF ADP detection, 30 min. actives 0.3% (n = 360,000); in the data active = activity change below about -30%; note: % is set by controls: 0 for no effect and ±100 for the full control effect
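ATPase activity: ADP formed was measured by HTRF Transcreener (665/615 nm ratio) after 30 min at 37 deg C with 10 uM ATP. Compounds screened at one 76 uM concentration against 40 or 20 nM TRiC in Tris pH 7.4/KCl/MgCl2/DTT buffer.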
EPAC1 agonist – agonists of human EPAC1; AID 720707; EPAC1 agonist qHTS, biochemical assay; response scale: 100% = response to 6.5 mM cAMP; actives 0.073% (n = 360,000); Potency, µM (series often up to 154 µM), for inactives: at the highest dose activation, usual class: activators; note: potency is the fitted concentration of half-maximal effect; nearly all actives have a fitted effect of over 60% in size
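Multi-concentration qHTS readout: loss of Rap1B-bound BODIPY-GDP fluorescence driven by 100 nM EPAC1 with excess GDP (50 uM), monitored kinetically at room temperature; agonist response expressed relative to 6.5 mM cAMP.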
The depositor's hits bear a star; ? = inconclusive; · = no result given; [ ] = remark or other dose. Unless noted, calls come from the whole dose curve; as a rule, active = well fitted curve in the direction sought with a large enough effect; inconclusive = small, poorly fitted or top-dose-only effect, or another doubt; inactive = no such curve, though single readings can be large; an effect the other way counts as inactive or inconclusive. The list is partial; the hit share may differ from the screen's.

SMILES | Mm-Cpn inhibitor | PI5P4K alpha inh | EPAC2 antagonist | EPAC1 antag | PLK1 PBD block | WRN helicase inh | CCT modulator | EPAC1 agonist
O=C(c1ccccc1)N(Cc1cccnc1)C1(C(=O)Nc2ccccc2)CCCCC1 | 3% | -4 | -3% | 1% | -15% | 6% | 0.6 | 2%
CCN(CC)CC(=O)Nc1c(Br)ccc2c1OCO2 | 2% | 0 | -3% | 0% | -13% | -2% | -0.9 | -5%
CCC1(CC)C(=O)NC(=O)NC1=Nc1ccccc1 | 2% | -3 | 1% | -12% | -7% | -8% | 2.2 | -4%
COc1ccc(OC)c(S(=O)(=O)N2CCC(C(=O)N3CCCC3)CC2)c1 | 2% | 4 | 2% | -3% | 0% | 14% | -0.4 | -6%
Cc1nnc(C)n1/N=C/c1ccc2c(c1)OCCO2 | 0% | -2 | 3% | 0% | 3% | -3% | -2.2 | -12%
Oc1cccc(C(=S)N2CCCCC2)c1 | -4% | -16 | 4% | 1% | 11µM* | 3%[57.1 µM] | -6.0 | 1%
CC(C)c1ccccc1OCCNC(=O)c1cccnc1 | ? | 1 | 3% | -14% | -20% | 2% | -2.5 | -5%
CSc1nc2sccc2c(=O)[nH]1 | -3% | 4 | 5% | 14% | 2% | 10% | 0.2 | -10%
O=C1CCC([N+](=O)[O-])C(c2ccc(Br)cc2)N1 (centres undefined) | ? | 3 | 0% | -8% | -9% | 5% | -2.6 | 6%
COc1cccc(NC(=O)CN(C)C(=O)c2sc3cc(Cl)ccc3c2Cl)c1 | -4% | 3 | -3% | -13% | 2% | -9% | 1.2 | 17%
CC(Sc1ncccn1)C(=O)Nc1ccc2c(c1)OCCO2 (centres undefined) | 2% | 6 | -24% | -2% | -10% | -20% | -0.2 | -40%[inhibitor]
CCn1c(SCc2cccnc2)nnc1-c1c[nH]c2ccccc12 | 1% | 0 | 1% | 2% | 0% | 8% | 0.6 | -11%
CCCCCCN1CCN(C2CN(Cc3cn(Cc4ccccc4)nn3)S(=O)(=O)C2)CC1 (centres undefined) | · | -3 | 6% | -6% | -14% | 0% | -32* | -3%
O=C(NNS(=O)(=O)c1ccc(F)cc1)c1sccc1-n1cccc1 | -3% | 10 | -9% | -7% | -13% | 3%[57.1 µM] | -0.9 | 3%
CCOc1cc(/C=C2\SC(=S)N(N3CCOCC3)C2=O)ccc1O | 0% | -3 | -1% | 2% | -8% | -9% | -3.9 | -6%
COC(=O)C1C(=O)C2=C(CC1C)NC(=O)CC2c1ccc(F)cc1 (centres undefined) | -2% | 0 | -12% | 9% | -8% | -8% | 1.0 | 7%
CCOc1ccc(CCNC(=O)CCCn2nc(C)c3c(C)n(-c4ccccc4)nc3c2=O)cc1 | -1% | 0 | 7% | 11% | -11% | -3% | -1.6 | 11%
Cc1c(Cl)cccc1NS(=O)(=O)c1cn(C)c(=O)n(C)c1=O | -1% | 0 | 12% | 6% | -5% | 4% | -0.1 | -8%
O=[N+]([O-])c1ccc(O)c(C=NNc2ccc(S(=O)(=O)O)cc2)c1 | · | -24 | ? | 6% | -14% | -29% | -2.0 | 2%
COc1ccccc1-c1nnc(SCC(=O)Nc2oc(C)c3c(C)n[nH]c(=O)c23)n1C | 2% | 0 | 11% | 6% | -13% | -9% | 2.8 | -28%
CC(C)(C)[C@H]1C=C(C(=O)N2CCN(Cc3ccc4c(c3)OCO4)CC2)O[C@@H](OCCCCO)C1 | · | -5 | 16% | 4% | 0% | 8% | 0.6 | 4%
O=C1CN(C(=O)c2ccc(F)cc2)c2ccccc2N1 | -2% | 2 | -13% | -8% | 1% | 1% | 2.4 | -4%
O=C(O)/C(=C\c1ccc(Cl)c([N+](=O)[O-])c1)c1ccc(S(=O)(=O)N2CCCC2)s1 | 0% | -25 | -6% | 5% | -26% | -4%[11.6 µM] | -2.8 | 4%
COc1ccc(C2CC(C(F)(F)F)n3ncc(C(=O)Nc4c(C)n(C)n(-c5ccccc5)c4=O)c3N2)cc1 (centres undefined) | -1% | · | -5% | 1% | -7% | -3% | -1.2 | 1%

Sorted by SMILES length (low to high): some entries from above
SMILES | Mm-Cpn inhibitor | PI5P4K alpha inh | EPAC2 antagonist | EPAC1 antag | PLK1 PBD block | WRN helicase inh | CCT modulator | EPAC1 agonist
O=C1CN(C(=O)c2ccc(F)cc2)c2ccccc2N1 | -2% | 2 | -13% | -8% | 1% | 1% | 2.4 | -4%
CCn1c(SCc2cccnc2)nnc1-c1c[nH]c2ccccc12 | 1% | 0 | 1% | 2% | 0% | 8% | 0.6 | -11%
O=C(NNS(=O)(=O)c1ccc(F)cc1)c1sccc1-n1cccc1 | -3% | 10 | -9% | -7% | -13% | 3%[57.1 µM] | -0.9 | 3%
Cc1c(Cl)cccc1NS(=O)(=O)c1cn(C)c(=O)n(C)c1=O | -1% | 0 | 12% | 6% | -5% | 4% | -0.1 | -8%
COC(=O)C1C(=O)C2=C(CC1C)NC(=O)CC2c1ccc(F)cc1 (centres undefined) | -2% | 0 | -12% | 9% | -8% | -8% | 1.0 | 7%
O=[N+]([O-])c1ccc(O)c(C=NNc2ccc(S(=O)(=O)O)cc2)c1 | · | -24 | ? | 6% | -14% | -29% | -2.0 | 2%
CCCCCCN1CCN(C2CN(Cc3cn(Cc4ccccc4)nn3)S(=O)(=O)C2)CC1 (centres undefined) | · | -3 | 6% | -6% | -14% | 0% | -32* | -3%
CCOc1ccc(CCNC(=O)CCCn2nc(C)c3c(C)n(-c4ccccc4)nc3c2=O)cc1 | -1% | 0 | 7% | 11% | -11% | -3% | -1.6 | 11%
O=C(O)/C(=C\c1ccc(Cl)c([N+](=O)[O-])c1)c1ccc(S(=O)(=O)N2CCCC2)s1 | 0% | -25 | -6% | 5% | -26% | -4%[11.6 µM] | -2.8 | 4%
CC(C)(C)[C@H]1C=C(C(=O)N2CCN(Cc3ccc4c(c3)OCO4)CC2)O[C@@H](OCCCCO)C1 | · | -5 | 16% | 4% | 0% | 8% | 0.6 | 4%
COc1ccc(C2CC(C(F)(F)F)n3ncc(C(=O)Nc4c(C)n(C)n(-c5ccccc5)c4=O)c3N2)cc1 (centres undefined) | -1% | · | -5% | 1% | -7% | -3% | -1.2 | 1%

Next structures follow:
SMILES | Mm-Cpn inhibitor | PI5P4K alpha inh | EPAC2 antagonist | EPAC1 antag | PLK1 PBD block | WRN helicase inh | CCT modulator | EPAC1 agonist
CCC(NC(=O)CCc1c(C)c2cc3c4c(oc3cc2oc1=O)CCCC4)C(=O)O (centres undefined) | -3% | 0 | -18% | -9% | -14% | 1% | -1.6 | 2%
CC(C)OC(=O)CSc1nc2ncc(Cl)cc2[nH]1 | -1% | 10 | 16% | 7% | -7% | 3% | 2.3 | -1%
Cc1cc2c(Nc3cccc(O)c3)ncnc2s1 | -6% | -29 | 3% | -21% | -3% | 4% | 0.4 | -14%
CCC1CCc2sc(C(=O)NCC(c3ccc(OC)cc3)N3CCCC3)cc2C1 (centres undefined) | 2% | 2 | 0% | -1% | -6% | -5% | -2.0 | 4%
O=C(NCCN1CCCCCC1)c1ccc(CS(=O)(=O)c2ccc(Br)cc2)o1 | 0% | -13 | 8% | -3% | -15% | -14% | 1.8 | -9%
COc1ccccc1NC(=O)CC(=O)c1ccccc1 | 1% | -16 | 0% | -16% | 30µM* | 5% | -4.9 | 15%
Cc1coc2cc3oc(=O)c(CCC(=O)N[C@@H](CCCNC(N)=O)C(=O)O)c(C)c3cc12 | -2% | 8 | -5% | -24% | -13% | -7% | 0.6 | 6%
CS(=O)(=O)c1ccc2nc(NC(=O)CCNC(=O)c3ccc(Cl)cc3)sc2c1 | 2% | -14 | -10% | 10% | 2% | 0% | -0.5 | -13%
CCN(CC)C(=O)CSC(Nc1cccc(F)c1)=C(C#N)C#N | -3% | -67* | 5% | ? | 4% | -33% | 1.2 | 3%
O=C1CCC[C@@H]2Cc3nc4cc5c(cc4cc3[C@@H]3CCN1[C@H]23)OCO5 | · | 0 | 3% | 0% | -5% | -3% | 0.2 | -19%
CCN(CC(=O)Nc1ccc(NC(C)=O)cc1)C(=O)/C=C/c1ccc(C)o1 | -1% | 0 | 6% | 8% | 0% | 4% | -0.9 | 3%
CCCC(=O)Nc1ccc2c(c1)COC2=O | 2% | -8 | 2% | -14% | -20% | 0% | 0.2 | 2%
Cc1c(C(=O)N/N=C/c2cccnc2)sc(=S)n1C | -2% | -12 | -1% | -22% | -8% | -3% | -2.6 | -9%
COc1cccc(-n2c(Cc3cc(=O)[nH]c(=O)[nH]3)nnc2SCC(=O)N2CCCCC2)c1 | 0% | -2 | 13% | -6% | -5% | -1% | -1.2 | -5%
Cc1cccc(Nc2cc(=O)[nH]c(=O)[nH]2)c1 | 0% | 0 | 5% | 6% | -11% | 19% | -0.6 | -5%
Nc1c(-c2ccccc2)c(CSc2nc3ccccc3[nH]2)nn1-c1cccc(Cl)c1 | -6% | 2 | -3% | -2% | 8% | -17% | 0.9 | 15%
Clc1ccc(CN(CC2CCCO2)C(c2cccs2)c2nnnn2C2CCCC2)cc1 (centres undefined) | -1% | · | 2% | 6% | 4% | 3% | -5.0 | 3%
Cc1ccc(CNC(=O)CN(C)S(=O)(=O)c2cccc3nsnc23)cc1 | -2% | -4 | 4% | 1% | -4% | -12% | -0.7 | 8%
CCOC(=O)c1c(C)[nH]c(C(=O)NCCc2ccc(OC)c(OC)c2)c1C | 0% | -4 | -6% | 2% | -7% | 6% | -0.4 | 5%
COc1ccccc1CNc1nc(Nc2ccc(C)cc2C)c2sccc2n1 | · | ? | 0% | -8% | -6% | -6% | 0.1 | -2%
O=[N+]([O-])c1ccc(NS(=O)(=O)c2cccc3cccnc23)cc1 | -1% | -4 | 3% | -15% | -10% | -4% | 1.5 | -5%
CCOC(=O)c1sc2nc(CC(=O)OC)nc(NCc3ccc(Cl)cc3)c2c1C | -1% | · | -5% | -16% | -5% | -5% | -2.9 | 5%
COc1ccc(-c2c(C#Cc3ccccc3)c3ccccc3n2C)cc1 | ? | -8 | -19% | 3% | -11% | 7% | -1.9 | 7%

Quoted at random: two entries already listed, in no set order.
SMILES | Mm-Cpn inhibitor | PI5P4K alpha inh | EPAC2 antagonist | EPAC1 antag | PLK1 PBD block | WRN helicase inh | CCT modulator | EPAC1 agonist
CCOC(=O)c1c(C)[nH]c(C(=O)NCCc2ccc(OC)c(OC)c2)c1C | 0% | -4 | -6% | 2% | -7% | 6% | -0.4 | 5%
Cc1c(C(=O)N/N=C/c2cccnc2)sc(=S)n1C | -2% | -12 | -1% | -22% | -8% | -3% | -2.6 | -9%

From PubChem
